# SRC3 TRFRET art: flags TR-FRET format artefacts in PPARgamma SRC-3 recruitment agonist screen | TR-FRET artefact counter-screen, PPARgamma/SRC-3 format; active compounds read high | TR-FRET ratio at 8 µM | hit rate 0.39% among 99,000 | AID 1048; in the data active = TR-FRET ratio above about 2000; note: inactives centre near 1600; reference of the scale not given here
# SRC1 TRFRET art: counter-screen for PPARgamma SRC-1 recruitment agonists: TR-FRET artefact; TR-FRET detection artefact counter-screen, emission ratio; active compounds read high; TR-FRET ratio at 8 µM; hit rate 0.34% among 99,000; in the data active = TR-FRET ratio above about 2300; note: inactives centre near 1800; reference of the scale not given here
# Starred values were filed as active, the others as inactive.
compound,SRC3 TRFRET art,SRC1 TRFRET art
C/C(CC(=O)Nc1ccccn1)=N\NC(=O)c1ccccc1,1564,1905
CCn1nc(C)c(NC(=O)c2cnn3c(C(F)F)cc(-c4ccccc4)nc23)c1C,1576,1886
O=C(Cn1ncc2c(=O)oc3ccccc3c21)N1CCC(N2CCCCC2)CC1,1421,1681
COc1ccc(C(NC(C)=O)c2c(O)ccc3ccccc23)cc1OC (stereo unspecified),1642,1596
CC1CC(CC(=O)Nc2nc(-c3ccccc3)cs2)C(=O)O1 (stereo unspecified),1478,1782
COc1ccc(C2=NN(C(=O)CSc3nnc(C)n3C)C(c3ccco3)C2)cc1 (stereo unspecified),1504,2134
COc1ccc(/C(C)=N/NC(=O)c2ccccc2OCc2ccccc2)c(OC)c1,1551,1896
O=C1CSCN1c1ccc(Cl)cc1,1582,1967
COC(=O)[C@@H]1CC[C@H](C)[C@@H](c2ccc(C)cc2)N1C(=O)c1ccc(/C=N/O[C@@H](C)CN2CCCCc3nc(C)c(C)cc32)cc1,1472,1500
CSc1nc2[nH]c3c(c2c2nnnn12)CCCC3,1594,1796

# (more compounds)
compound,SRC3 TRFRET art,SRC1 TRFRET art
O=C1CN(S(=O)(=O)c2ccc(Cl)cc2C(F)(F)F)CCN1,1401,1684
COc1ccccc1NC(=O)CCSc1ccc(C)cc1,1502,1846
COc1ccc(NCc2nnc(SCC(=O)N3CCCc4ccccc43)n2C)cc1,1419,2094
CC(=O)C1=NN(c2ccccc2)C(c2ccc3c(c2)OCO3)N1c1ccccc1 (stereo unspecified),1479,1707
O=C(CC1C(=O)NCCN1Cc1ccoc1)NCCCn1ncc2ccccc21 (stereo unspecified),1505,1779
CC(COc1ccccc1)N1CCC(CO)(Cc2ccccc2)CC1 (stereo unspecified),1568,1734
COc1ccc2nc(N/C(N)=N/C(=S)Nc3ccc(C)c(C)c3)nc(C)c2c1,1720,1992
NC(=O)COC(=O)c1c2c(nc3ccccc13)CCCC2,1506,1944
CO[C@H]1C=CO[C@@]2(C)Oc3c(C)c(O)c4c(O)c(c(C=NN5CCN(C6CCCC6)CC5)c(O)c4c3C2=O)NC(=O)C(C)=CC=C[C@H](C)[C@H](O)[C@@H](C)[C@@H](O)[C@@H](C)[C@H](OC(C)=O)[C@@H]1C,1635,2093
Cc1ccccc1NC(=O)c1ccc([N+](=O)[O-])o1,1602,1597

# Remaining list, next part.
compound,SRC3 TRFRET art,SRC1 TRFRET art
S=c1[nH]nc(-c2ccc3ccccc3n2)n1-c1ccccc1,1538,1765
CCOC(=O)c1c(NC(=O)C(=O)N/N=C/c2ccc(OCC)cc2)sc2c1CCCCC2,1443,1775
COc1cccc(-c2nnc(N(C)C(=O)C3CCOC3)s2)c1 (stereo unspecified),1581,2046
Cc1c(/C=N/NC(=O)CNc2ccccc2)c2ccccn2c1C(=O)c1ccc(Cl)cc1,1430,1926
Cc1occc1C(=O)N/N=C/C1=C(N2CCOCC2)C(=C\c2ccc(Cl)cc2Cl)/CC1,1437,1834
Cc1ccc(NC(=O)Nc2cc(C)on2)cc1,1763,1939
Cc1c(Cl)ccc2c(C(=O)NC(C)c3ccncc3)cc(-c3ccncc3)nc12 (stereo unspecified),1517,1713
CC(C)C[C@H](NC(=O)c1nc[nH]c1C(=O)N1CCN(C(=O)OC(C)(C)C)CC1)C(=O)OCc1ccccc1,1654,1665
CCOC(=O)CNC(=O)c1ccc(C#CC2(O)CCCCC2)cc1,1305,1857
Cc1c(-n2cc(C(=O)c3cc(F)ccc3O)cc(C#N)c2=O)c(=O)n(-c2ccccc2)n1C,1586,1765

# (next part)
compound,SRC3 TRFRET art,SRC1 TRFRET art
CN(c1ccccc1)S(=O)(=O)c1ccc(C(=O)Nc2nnc(C3=COCCO3)o2)cc1,1743,1702
Cc1ccc(C(=O)C[n+]2cc(-c3ccccc3)n3c2CCCCC3)cc1,1430,2055
CCNc1nc(OCC)nc(N2CCC(Cc3ccccc3)CC2)n1,1555,1901
CC(=O)c1ccc(OC(=O)c2cc3ccccc3oc2=O)cc1,1622,1778
COc1cccc(NC(=O)Nc2ccccc2SC)c1,1586,2131
Cc1nn(-c2ccccc2)c(N2CCCC2)c1/C=N/NC(=S)Nc1cc(C(F)(F)F)ccc1Cl,1520,1813
CSc1ccc(/C=N/NC(=O)CN2CCN(Cc3ccc(C)cc3)CC2)cc1,1728,2107
COc1cc(-c2nc(CN(C)Cc3nnc(C)o3)c(C)o2)ccc1F,1659,1940
CC(=O)/C(N=Nc1cc2c(cc1[N+](=O)[O-])OCCO2)=C(\C)O,1502,1758
COc1ccc([N+](=O)[O-])cc1N(CC(=O)NCC1CCCO1)S(C)(=O)=O (stereo unspecified),1603,1911

# Compounds above with a nitro group on carbon:
compound,SRC3 TRFRET art,SRC1 TRFRET art
Cc1ccccc1NC(=O)c1ccc([N+](=O)[O-])o1,1602,1597
CC(=O)/C(N=Nc1cc2c(cc1[N+](=O)[O-])OCCO2)=C(\C)O,1502,1758
COc1ccc([N+](=O)[O-])cc1N(CC(=O)NCC1CCCO1)S(C)(=O)=O (stereo unspecified),1603,1911

# (next part)
compound,SRC3 TRFRET art,SRC1 TRFRET art
CCc1noc(C)c1C(=O)Nc1nc(-c2ccc(Cl)cc2Cl)cs1,1726,1903
Cc1ccc2c(c1)c1c3n2CCN=C3CCC1,1482,1819
COc1ccc(Br)cc1C(=O)N/N=C/c1ccc([N+](=O)[O-])cc1,1795,2467*
S=c1[nH]nc(C2CCCCC2)n1Cc1ccccc1,1529,1744
CCCSc1cc(NCCOC(C)=O)c([N+](=O)[O-])c2nonc12,1631,1950
COc1c(C)oc2cc(O)ccc2c1=O,1443,1843
NC(=O)/C(=C\c1cccnc1)NC(=O)c1ccccc1,1646,2170
O=C(COc1cccnc1[N+](=O)[O-])NCc1cccs1,1638,1601
COc1ccc2c3c1O[C@H]1C[C@@H](O)C=C[C@@]31CCN(C)C2,1685,1691
O=C(CC1C(=O)NCCN1Cc1c(F)cccc1Cl)NC1CCCC1 (stereo unspecified),1618,1726

# (continued)
compound,SRC3 TRFRET art,SRC1 TRFRET art
CCCC1CCC(=NNC(=S)NCCc2ccccc2)CC1 (stereo unspecified),1403,1665
COc1ccc(/C=C2/SC(=O)N(CCC(=O)Nc3ccccc3)C2=O)cc1OC,1466,1705
Cc1ccc2nc(NCc3ccccc3)c(C=NCc3ccccc3)c(=O)n2c1,1583,1860
COc1ccc(OC)c(NC(=O)COC(=O)C2CCN(C(=O)c3ccc(Cl)cc3)CC2)c1,1590,1853
COCc1ccc(C(=O)N2CCCC(C(=O)c3cccc(C(F)(F)F)c3)C2)o1 (stereo unspecified),1716,1834
COc1cc(C(C(=O)NC2CCCCC2)N(C(=O)Cc2c[nH]c3ccccc23)c2ccc(C)cc2)cc(OC)c1OC (stereo unspecified),1172,1725
CCc1ccc(NC(=O)c2cnn3c(C(F)F)cc(C)nc23)cc1,1542,1404
O=C(Nc1ccncc1)c1cc(-c2ccccn2)nc2ccccc12,1549,1671
COc1cnc(-c2ccccn2)nc1Oc1c(C)cccc1C,1748,1414
COc1ccc(NC(=O)c2cc(-c3ccco3)on2)cc1,1594,1828

# 6 compounds already listed, sorted by heavy-atom count, low to high:
compound,SRC3 TRFRET art,SRC1 TRFRET art
CCCC1CCC(=NNC(=S)NCCc2ccccc2)CC1 (stereo unspecified),1403,1665
CCc1ccc(NC(=O)c2cnn3c(C(F)F)cc(C)nc23)cc1,1542,1404
O=C(Nc1ccncc1)c1cc(-c2ccccn2)nc2ccccc12,1549,1671
COc1ccc(/C=C2/SC(=O)N(CCC(=O)Nc3ccccc3)C2=O)cc1OC,1466,1705
COc1ccc(OC)c(NC(=O)COC(=O)C2CCN(C(=O)c3ccc(Cl)cc3)CC2)c1,1590,1853
COc1cc(C(C(=O)NC2CCCCC2)N(C(=O)Cc2c[nH]c3ccccc23)c2ccc(C)cc2)cc(OC)c1OC (stereo unspecified),1172,1725

# Continuation:
compound,SRC3 TRFRET art,SRC1 TRFRET art
Cc1ccc([N+](=O)[O-])cc1N(CC(=O)NC1CCCC1)S(C)(=O)=O,1573,1716
CCc1ccc(NC(=O)COC(=O)/C(=C/c2ccccc2OC)c2ccccc2)cc1,1422,2078
Cc1cc(C)c(OCC(=O)N/N=C/c2ccc3c(c2)OCO3)c(C)c1,1730,1803
COc1ccccc1CNC(=O)c1cccc2c1C(=O)N(Cc1cccnc1)C2,1631,1711
Cc1ccccc1C(=O)N1CCN(c2ccc(NC(=O)c3cccnc3)cc2)CC1,1718,1899
COCc1c(C(=O)NC2CCCCCC2)oc2ccccc12,1711,1913
CCOc1ccc(C2CC(c3cccc(OC)c3)n3nc(N)nc3N2)cc1 (stereo unspecified),1681,1972
COc1ccc(SCC(=O)Nc2ccccc2Cl)cc1,1591,2150
CCOc1ccc(NCc2nnc(SCC(=O)Nc3nc(-c4ccccc4)cs3)n2-c2ccccc2)cc1,1557,1837
CC1CCN(c2cc(N3CCN(C(=O)c4ccc(F)c(F)c4)CC3)c([N+](=O)[O-])cc2F)CC1,1437,1862

# The list continues:
compound,SRC3 TRFRET art,SRC1 TRFRET art
CCCCn1c(N)c(Sc2ccc(C)cc2)c(=O)[nH]c1=O,1667,1693
CSc1ccc(CN2CCN(C(=O)c3ccc([N+](=O)[O-])cc3)CC2)cc1,1553,1799
CC(C)CC(=O)N1CCC(O)(CS(=O)(=O)c2ccc(Cl)c(Cl)c2)CC1,1648,1794
CN(C(=O)CCc1nnc(Cc2ccc(-c3ccccc3)cc2)o1)C1CCOCC1,1541,1628
COc1ccc(C(C)C)cc1S(=O)(=O)N1CCN(c2ccccc2)CC1,1832,1849
CCN(CCCNC(=O)c1[nH]c(C)c(C(C)=O)c1C)c1ccccc1,1697,1901
COc1cc(NC(=O)c2cccnc2Sc2ccc(C)c(C)c2)cc(OC)c1OC,1540,1826
CCC1C/C(=C/c2ccco2)C(=O)/C(=C/c2ccco2)C1 (stereo unspecified),1378,1561
Cc1ccnc(NC2CCCCC2)c1,1546,1784
O=C(Cn1c2[n+](c3ccc(C(F)(F)F)cc31)CCCCC2)Nc1c(F)cccc1F,1575,1662

# Next section:
compound,SRC3 TRFRET art,SRC1 TRFRET art
Cc1ccc(CN2CCN(Cc3c(C)nn(C(C)C)c3C)CC2CCO)o1 (stereo unspecified),1471,1702
Cc1nccc(-c2ccc(-n3c(C)ccc3C)cc2)n1,1692,1760
Cc1ccc2nc(C(Cl)(Cl)Cl)nc(N/N=C/c3ccncc3)c2c1,1555,1712
CCOC(=O)c1c(C)[nH]c(NC(=O)N2CCOCC2)c1C,1510,1609
CCN1CCN(S(=O)(=O)c2ccc(Oc3ccccc3OC)cc2)CC1,1666,2011
Cc1ccccc1NC(=O)c1c(Cl)nc(C)c(Cl)c1C,1652,1839
O=C(Nc1ccccc1)C1=C[C@H](C2CCCCC2)C[C@H](OCc2ccc(CO)cc2)O1,1554,1528
CCCC(=O)NCCSC,1573,1908
NS(=O)(=O)c1ccc(CCNC(=O)CCCn2c(SCC(=O)N3CCCC3)nc3ccsc3c2=O)cc1,1732,1600
Cc1ccc(S(=O)(=O)N/N=C(\c2ccccc2)c2cccnc2)cc1,1605,1645

# Further compounds:
compound,SRC3 TRFRET art,SRC1 TRFRET art
COc1ccccc1NC(=O)CC1S/C(=N/N=C2\CCCc3ccccc32)NC1=O (stereo unspecified),1741,1636
CCOc1cc(CNc2nn[nH]n2)ccc1OCC(=O)NC(C)(C)C,1685,1767
O=C(CN1N=C(c2ccccc2)CCC1=O)NCc1ccco1,1615,1767
CCOc1ccc(-c2c(=O)n(OCc3ccccc3Br)c3ccccc3[n+]2[O-])c(OCC)c1,1590,2012
CN(C)c1c(N)[nH]c2c(c1=O)c(=O)n(C)c(=O)n2C,1617,1905
CNC(=O)C1CC(=O)N(CCc2ccccc2)C(=Nc2ccc(OC)cc2)S1 (stereo unspecified),1497,1909
COc1ccc(N(CC(=O)N/N=C/c2ccc3c(c2)OCO3)S(=O)(=O)c2ccccc2)cc1,1722,1942
O=C(CNC(=O)c1ccco1)N/N=C/c1c[nH]c2ccccc12,1362,1944
CC(=O)OCC1(C)CN(c2ccccc2)N(C(=O)c2ccc(F)cc2)C1=O (stereo unspecified),1501,1823
COc1ccc(-c2[nH]n(-c3ccc([N+](=O)[O-])cc3)c(=O)c2C=NCc2ccncc2)cc1,1621,1655

# Next section
compound,SRC3 TRFRET art,SRC1 TRFRET art
Cc1ccccc1C(=O)NNc1ncnc2c1cnn2C,1466,1570
CCO[C@H]1OC(C(N)=O)=C[C@@H](c2ccc(Br)cc2)[C@@H]1CCCO,1478,1507
C/C(=N/OC(=O)CC(C)C)c1cc(-c2ccc(Cl)cc2)no1,1505,1800
C=Cn1c(C(=O)O)ccc1-c1ccc(OC)cc1,1517,1870
CSc1cccc(NC(=O)N2CCCC(CNS(=O)(=O)Cc3ccccc3)C2)c1 (stereo unspecified),1497,1694
COc1ccc2nc3sc(C(=O)NCCN4CCc5ccccc5C4)cc3cc2c1,1699,1915
CN1C(=S)SC(N(O)C(=O)Nc2ccc(Cl)c(Cl)c2)C1(C)C (stereo unspecified),1582,1937
Cn1ccsc1=NC(=O)c1ccccc1F,1583,1772
CN(Cc1cn[nH]c1-c1cc2ccccc2o1)CC1CCOCC1,1709,1774
COc1ccc(C(=O)N2CCOC23CCN(c2ncccn2)CC3)cc1,1734,1965

# Next section
compound,SRC3 TRFRET art,SRC1 TRFRET art
Cc1ccc(S(=O)(=O)N2CCN(Cc3ccccn3)CC2)cc1,1599,1950
COc1ccc(NC(=O)c2ccccc2)c([N+](=O)[O-])c1,1512,1796
CCN(CC)S(=O)(=O)c1cc(NC(=O)c2cc(-c3ccccn3)nc3ccccc23)ccc1C,1723,1907
O=C(CSc1cccc[n+]1[O-])Nc1cccc(S(=O)(=O)NC2=NCCCCC2)c1,1419,1635
CCOC(=O)Cc1csc(NC(=O)CN(C)S(=O)(=O)c2ccc3c(c2)CCC(=O)N3)n1,1384,1713
COc1ccc(N=Cc2ccc(-c3ccccc3)o2)cc1,1677,1643

# Assay outcomes: PubChem BioAssay, The Scripps Research Institute Molecular Screening Center
